Source: PubChem BioAssay (several laboratories)
PMI activator = activators of human PMI, primary screen, biochemical, fluorescence intensity, near-Km mannose 6-phosphate. Mannose-6-phosphate isomerase (Homo sapiens), P34949. purified human PMI, coupled resazurin fluorescence, 20 min; stronger effect = higher value; 1 = vehicle control, 0 substrate-free wells. activation factor at 20 µM. 0.005% of 190,000 active;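 active means activation factor of 2 or more at 20 µM, relative to plate controls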
Target sequence (P34949 whole entry, looked up): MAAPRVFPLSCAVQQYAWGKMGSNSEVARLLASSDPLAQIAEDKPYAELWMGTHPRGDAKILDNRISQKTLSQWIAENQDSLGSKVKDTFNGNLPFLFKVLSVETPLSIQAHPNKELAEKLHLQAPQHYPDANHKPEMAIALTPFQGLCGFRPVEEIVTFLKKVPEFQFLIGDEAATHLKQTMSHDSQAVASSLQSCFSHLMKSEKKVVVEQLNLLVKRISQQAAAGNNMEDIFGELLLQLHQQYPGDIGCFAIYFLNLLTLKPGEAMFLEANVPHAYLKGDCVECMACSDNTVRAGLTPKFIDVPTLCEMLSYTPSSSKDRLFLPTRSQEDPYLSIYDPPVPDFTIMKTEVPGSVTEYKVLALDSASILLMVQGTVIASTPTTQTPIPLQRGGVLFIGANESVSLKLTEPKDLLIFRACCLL
TNAP act hi DEA = TNAP activators at high phosphate acceptor level, primary screen, biochemical, luminescence, uHTS. Alkaline phosphatase, tissue-nonspecific isozyme (Homo sapiens), P05186. purified TNAP, CDP-star luminescence, 1 M DEA, 30 min; stronger effect = higher value; 0 = EDTA background, 1 = DMSO-only activity. activation factor at 20 µM. 200,000 tested, under 10 active. AID 1136, 2008;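 active means activation factor at least 2 at 20 µM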
Target sequence (P05186 whole entry, looked up): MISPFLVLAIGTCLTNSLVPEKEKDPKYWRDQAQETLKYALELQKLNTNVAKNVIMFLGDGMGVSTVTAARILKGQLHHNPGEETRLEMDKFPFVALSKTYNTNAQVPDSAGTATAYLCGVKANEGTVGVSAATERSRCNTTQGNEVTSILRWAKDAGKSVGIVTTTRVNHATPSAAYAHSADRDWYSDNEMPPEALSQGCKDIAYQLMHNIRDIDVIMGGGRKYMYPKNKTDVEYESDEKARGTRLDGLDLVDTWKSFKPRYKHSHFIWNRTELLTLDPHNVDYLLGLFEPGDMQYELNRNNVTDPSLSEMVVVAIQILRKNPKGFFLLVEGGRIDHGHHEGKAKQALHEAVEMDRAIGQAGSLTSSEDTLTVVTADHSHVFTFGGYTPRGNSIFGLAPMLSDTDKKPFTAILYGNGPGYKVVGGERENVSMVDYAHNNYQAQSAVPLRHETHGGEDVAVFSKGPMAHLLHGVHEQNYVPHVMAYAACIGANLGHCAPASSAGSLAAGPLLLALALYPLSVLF
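system = human TNAP | amount = enzyme diluted 1/800 final | reagent = 100 µM CDP-star substrate | signal = luminescent substrate turnover signal | dosing = one dose, 20 µM | benchmarks = EDTA negative control, DMSO positive control | measure = activation factor | timing = 30 min reaction, room temperature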
TNAP inh hiacc = human TNAP enzyme inhibitors, primary screen, biochemical, luminescent, high phosphate acceptor level, uHTS | 0.03% of 200,000 active | Alkaline phosphatase, tissue-nonspecific isozyme (Homo sapiens), P05186 | inhibition, % at 20 µM | purified TNAP, CDP-star luminescence, 1 M DEA;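 active means over 50% inhibition of tissue-nonspecific alkaline phosphatase at 20 µM in the single-dose screen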;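 further: plate controls were DMSO wells for no effect and EDTA-quenched wells as full inhibition for full effect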
L major viab = Leishmania major promastigote growth inhibition, primary screen; Leishmania major promastigotes, resazurin fluorescence viability; inhibition, % at 10 µM; 9% of 200,000 active; in the data active means inhibition above about 50%;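 further: promastigotes grown with compound for 44 hours at 28 °C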
bIAP act = bovine intestinal alkaline phosphatase activators, primary screen, biochemical, bovine IAP, CDP-star luminescence; alkaline phosphatase, intestinal [Bos taurus]; purified bovine IAP, 30 min; stronger effect = higher value; fold of DMSO-control signal, blank-subtracted; activation factor at 20 µM; 0.17% of 200,000 active; AID 1016, 2008;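 active means activation factor of 2 or more at 20 µM, a signal rise over negative controls twice the positive control's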
TNAP inh no acc = human TNAP enzyme inhibitors, primary screen, biochemical, luminescent, no phosphate acceptor, uHTS | Alkaline phosphatase, tissue-nonspecific isozyme (Homo sapiens), P05186 | purified TNAP, CDP-star luminescence, 30 min | inhibition, % at 20 µM | 0.26% of 200,000 active | AID 1012, 2008;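 active means tissue-nonspecific alkaline phosphatase inhibition above about 50% at 20 µM in the single-dose screen, limit read from the data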;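 further: 0% = DMSO negative control and 100% = EDTA positive control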
bIAP inhibitor = bovine intestinal alkaline phosphatase inhibitors, primary screen, selectivity assay for TNAP inhibitor project, biochemical, bovine IAP, CDP-star luminescence | alkaline phosphatase, intestinal [Bos taurus] | purified bovine IAP, 30 min | inhibition, % at 20 µM | 190,000 tested, under 10 active | AID 1019, 2008;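 active means over 50% inhibition of intestinal alkaline phosphatase at 20 µM in the single-dose screen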
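Incubation: 30 min reaction at room temperature / Material: purified bovine intestinal alkaline phosphatase (IAP) enzyme / Input: enzyme at 1/65,000,000 dilution / Dosing: 20 µM single dose / Signal: CDP-star luminescence signal / Reagent: CDP-star chemiluminescent phosphatase substrate, 30 µM final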
Diaph act CS = compounds boosting diaphorase resazurin reduction – biochemical, uHTS, resorufin fluorescence, counter-screen for diaphorase-coupled primary assays, primary screen. Diaphorase/resazurin coupled assay, 16 min; stronger effect = higher value; 1 = vehicle wells, 0 = NADH-free wells. activation factor at 20 µM. 0.005% of 190,000 active;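 active means diaphorase activity raised at least twofold by the compound at 20 µM; inactive means activation factor below 2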
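Material: bacterial diaphorase enzyme (C. kluyveri); amount: enzyme 0.07 U/mL final; reagent: NADH substrate 0.114 mM plus resazurin dye 0.1 mM, final; doses: single compound dose of 20 µM, 1% DMSO final; timing: 16 min enzyme reaction, ambient temperature; measured by: fluorescence of resorufin, 544 nm excitation, 590 nm emission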
Diaph inh CS = diaphorase inhibitors and chemical oxidizers, primary screen, counter-screen for diaphorase-coupled primary assays, biochemical, uHTS, resorufin fluorescence; diaphorase resazurin-to-resorufin fluorescence, NADH, 16 min; bacterial (C. kluyveri) enzyme, not human; inhibition, % at 20 µM; AID 1217, 2008; 0.69% of 190,000 active;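 active means primary screen inhibition at 20 µM above a set limit, cut at about 50% in these data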;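 further: plate controls were DMSO with full reaction for no effect and wells lacking NADH for full effect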
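Assay system – diaphorase enzyme from Clostridium kluyveri · Amount – diaphorase 0.14 U/mL (working solution) · Times – reaction incubation of 16 min at room temperature · Controls – No-NADH positive control and DMSO neutral control · Signal – resorufin fluorescence 544/590 nm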
PMI act satM6P = human PMI activators, high substrate, primary screen, biochemical, fluorescence intensity, near-saturating mannose 6-phosphate; coupled PMI enzyme assay, resazurin fluorescence, 20 min; stronger effect = higher value; 1 = untreated enzyme, 0 = substrate-free blank; activation factor at 20 µM; 0.34% of 190,000 active;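 active means activation factor of 2 or more at 20 µM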
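Test system: human phosphomannose isomerase with PGI, G6PDH, diaphorase coupling enzymes; amount: 15 ng/mL PMI; incubation: enzyme reaction with compound 20 min at room temperature; technique: resorufin fluorescence (Ex 544/Em 590 nm) from resazurin via diaphorase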
* hit, by the source's call; . = no result given.

molecule	PMI activator	TNAP act hi DEA	bIAP act	Diaph inh CS	PMI act satM6P	TNAP inh no acc	bIAP inhibitor	L major viab	TNAP inh hiacc	Diaph act CS
Cc1csc(-c2cnn(-c3ccccc3)c2NC(=O)c2ccc(C(F)(F)F)cc2)n1	0.8	1	0.9	17.3	0.9	-15.2	5.8	12.3	-1.8	0.8
Cc1c(C(=O)NC2CCCc3ccccc32)oc2ccccc12 (stereo unspecified)	0.9	1	0.9	9.6	1	-8.1	14.8	3.8	-3.0	0.9
CC(NC(=O)C(=O)N/N=C\c1ccc([N+](=O)[O-])cc1)c1ccccc1 (stereo unspecified)	0.9	1	1	-1.6	1	-8.3	-0.3	-3.3	0.4	1
CCOc1ccc(OCCCCNCCN)cc1	1	1.1	0.9	6.1	1	-0.3	11.8	85.7*	-6.4	0.9
COC(=O)/C(=C/c1cccc([N+](=O)[O-])c1)NC(=O)c1ccc(OC)cc1	1	1	0.7	5.2	1.1	-12.7	27.1	-1.6	-4.8	0.9
COC(=O)C(C)n1nc(C)n(-c2ccc(C)cc2)c1=O (stereo unspecified)	0.8	1	0.8	11.5	0.8	-4.0	17.1	-7.8	1.8	0.9
CC(=O)c1cc(C#N)c(SCC(=O)OC(C)(C)C)nc1C	1	1	1	8.0	0.9	-4.2	-2.0	48.5	0.2	0.9
O=C(Nc1nnc(-c2ccccc2)s1)c1cccc(S(=O)(=O)N2CCOCC2)c1	0.9	1	1	18.9	1.1	-13.0	1.1	3.0	-1.7	0.8
CCOc1cccc(OCCOCCn2cnc3ccccc3c2=O)c1	1	1	0.9	9.5	1	-11.5	12.8	-6.1	-0.6	0.9
CCOC(=O)C(NCc1ccccc1)(NC(=O)c1ccccc1)C(F)(F)F (stereo unspecified)	0.9	1.1	0.9	9.6	1	-8.4	12.6	3.0	-5.7	0.9
CCOC(=O)CSc1nc(C(C)C)nc2ccccc12	0.9	1	0.9	9.5	0.8	-6.1	14.2	-1.1	4.3	0.9
Nc1cc(=O)[nH]c(SCC(=O)Nc2cccc(Cl)c2)n1	1	1	0.9	3.7	1	-9.2	8.5	33.6	-3.0	1
O=C(CCCN1C(=O)c2cccc3cccc(c23)C1=O)N1CCN(c2ccccn2)CC1	1	1	0.9	17.3	1	-19.5	8.9	7.2	-2.5	0.8
Cc1ccc(NC(=O)CSc2nc(O)c(Cc3ccccc3)c(=O)n2-c2ccccc2)cc1	1	1.1	0.9	20.1	1	-16.0	8.7	-9.9	-7.9	0.8
CSc1nc(Oc2ccc(F)cc2F)cc(C(F)(F)F)n1	1.1	1	1.1	-4.3	1	-1.8	-6.3	-5.4	-3.9	1
Cc1ccc(C)c(-n2c(SCC(=O)NCC3CCCO3)nnc2-c2ccoc2C)c1 (stereo unspecified)	1.1	1.1	1.1	22.4	1	-4.8	-6.5	-7.6	-5.1	0.8
Cn1c(=O)n(C)c2cc(C(=O)Nc3ccc4c(c3)OCO4)ccc21	1	1	0.9	-0.2	1	-15.4	8.4	-5.8	-3.3	1
Cc1cc(C)c2nc(N3CCC(C(=O)N4CCN(C(=O)c5ccco5)CC4)CC3)sc2c1	0.9	0.9	1.1	6.7	1	-7.6	-6.6	4.7	8.9	0.9
CC(=O)C1=C(O)C(=O)N(C)C1c1ccccc1F (stereo unspecified)	1	1	0.9	13.8	1	0.6	9.6	-4.6	-3.4	0.9
Cn1c(=O)c2c(nc(NN=C3CCCCC3)n2C)n(C)c1=O	1.1	0.9	0.9	10.9	0.9	-0.5	8.8	-5.0	11.6	0.9
CCN(CC(=O)NC1CCCCCC1)S(=O)(=O)c1ccccc1	1	1	1	8.2	1	-9.9	2.3	1.5	-0.7	0.9
COC(=O)c1cc(=O)nc2sc3cc(OC)ccc3n12	1	1	0.8	8.4	0.9	-3.7	17.1	-3.3	4.4	0.9
COC(=O)c1c(-c2ccc(C)cc2)csc1NC(=O)C1CC=CCC1C(=O)O (stereo unspecified)	0.9	1	0.9	10.5	1	-13.9	10.9	-2.2	0.2	0.9
O=C(NNc1cc(N2CCCC2)nc(N2CCCC2)n1)c1ccc([N+](=O)[O-])cc1	.	0.9	1	.	.	7.2	-4.4	30.8	11.1	.
CCNC(=O)C1CC(=O)OC12CCCCC2 (stereo unspecified)	1	1	1	5.6	0.9	-7.9	-2.8	-6.6	-1.5	0.9
O=C(NNC(=O)c1ccccc1-n1cccc1)c1ccc(Cl)c(Cl)c1	1	1	1.2	4.4	1	-9.6	-16.8	-4.3	-1.6	1
O=C(NCC1OCCc2ccccc21)C1COc2ccccc2O1 (stereo unspecified)	1.1	1	0.9	-9.0	1.1	-10.8	5.0	-2.2	-1.6	1.1
CCOC(=O)Cn1c(=O)oc2cc(S(=O)(=O)N3CCN(C(=O)c4ccco4)CC3)ccc21	1	1	0.9	19.9	1	-10.0	11.6	-4.2	-1.0	0.8
Cn1ccnc1C(=O)c1ccc(S(=O)(=O)N2CCCC2)cc1	1.2	1	1.1	3.6	1.1	-8.6	-14.1	-13.5	-3.7	1
CCCc1cc(=O)[nH]c(Nc2ccc(OC)c(Cl)c2)n1	1	1	0.9	6.8	0.9	0.4	10.7	21.8	-4.9	0.9
c1ccc(CCc2nn3c(Cc4ccccc4)nnc3s2)cc1	0.6	1	0.9	-1.2	1	-2.8	12.6	3.6	-3.3	1
O=S(=O)([N-]c1nc2ccccc2nc1-[n+]1ccccc1)c1ccc(Cl)cc1	0.9	1	1	1.6	1	-3.3	2.5	-1.5	0.7	1
CCCC(=O)Nc1nc2ccc(C(=O)OCC)cc2s1	0.9	1.1	1	-5.4	1	11.1	3.2	2.5	-6.5	1.1
O=C(Nc1ccccc1C(=O)N1CCCC1)C1COc2ccccc2O1 (stereo unspecified)	1	1	1	12.8	0.9	-12.0	3.1	-8.6	-3.2	0.9
OC(c1ccccn1)c1c[nH]c2ccccc12 (stereo unspecified)	1	1	0.9	6.5	0.9	-7.0	11.5	3.5	-0.8	0.9
CC(=O)c1sc(NC(=O)COc2ccc(C)c(C)c2)nc1C	1.1	1.1	1.1	-6.7	1.1	-9.1	-6.9	-5.3	-6.1	1.1
Cc1cc(C)nc(NS(=O)(=O)c2ccc(NS(=O)(=O)c3ccccc3)cc2)n1	0.9	1	1	12.0	1	-2.9	1.1	29.3	-1.1	0.9
COC(=O)c1ccc(CNC(=O)COC(=O)C2CCC(C(C)(C)C)CC2)cc1 (stereo unspecified)	0.9	1.1	0.9	17.0	1	-6.8	14.7	-3.1	-6.3	0.8
COc1ccc(C2CC(=O)c3cnc(N4CCN(Cc5ccccc5)CC4)nc3C2)cc1 (stereo unspecified)	0.9	1	1.1	22.7	0.8	-3.0	-13.1	-3.3	2.5	0.8
COc1ccc2c(c1OC)C(=O)N(c1ncn[nH]1)C2	0.9	1	1.1	3.6	0.9	-11.9	-13.1	-7.4	-2.0	1
CCc1cc2c(SCC#N)ncnc2s1	1	1	0.9	10.9	1.1	-2.2	7.8	24.2	-0.3	0.9
Cc1ccc(C(=O)Cn2cccn2)cc1	1.2	1	1.1	-9.9	1.2	-3.6	-14.1	-1.9	-1.3	1.1
Cc1oc(-c2cccc(Cl)c2)nc1CN1CCCC(C(=O)NCCCN2CCOCC2)C1 (stereo unspecified)	0.9	1	1.1	-3.4	0.9	-5.0	-6.4	100.5*	-0.9	1
COc1ccc(OC)c(-c2csc(NC(=O)c3ccc4c(c3)OCO4)n2)c1	1	1	1	6.6	1	-12.1	0.4	-6.3	-2.7	0.9
O=C(COc1ccc(Cc2ccccc2)cc1)c1ccc(F)cc1	0.8	1	1.1	25.4	0.8	-7.9	-10.8	-9.4	-2.0	0.7
COC(=O)c1ccc(NC(=O)CN2C(=O)CCC2=O)cc1	1.1	1.1	1	-5.4	1.1	-16.8	-4.7	-9.3	-8.7	1.1
Cn1cc(Br)c(C(=O)Nc2ncc(Br)s2)n1	1	1	1	-3.2	1	-4.5	-3.0	1.5	-2.6	1
COc1cc(/C=c2\sc3nc(-c4ccncc4)nn3c2=O)ccc1OC(C)=O	1	1	0.9	1.0	1	-4.2	5.3	4.7	-1.0	1
Cc1ccc2nc(N(CCCN(C)C)C(=O)c3ccc4c(c3)CCCC4)sc2c1	0.9	1	0.9	1.7	1	0.6	11.9	98.7*	-4.0	1

Five entries out of the list, ordered by molecular weight, ascending:
molecule	PMI activator	TNAP act hi DEA	bIAP act	Diaph inh CS	PMI act satM6P	TNAP inh no acc	bIAP inhibitor	L major viab	TNAP inh hiacc	Diaph act CS
Cc1ccc(C(=O)Cn2cccn2)cc1	1.2	1	1.1	-9.9	1.2	-3.6	-14.1	-1.9	-1.3	1.1
CCc1cc2c(SCC#N)ncnc2s1	1	1	0.9	10.9	1.1	-2.2	7.8	24.2	-0.3	0.9
Cn1cc(Br)c(C(=O)Nc2ncc(Br)s2)n1	1	1	1	-3.2	1	-4.5	-3.0	1.5	-2.6	1
COc1cc(/C=c2\sc3nc(-c4ccncc4)nn3c2=O)ccc1OC(C)=O	1	1	0.9	1.0	1	-4.2	5.3	4.7	-1.0	1
Cc1cc(C)nc(NS(=O)(=O)c2ccc(NS(=O)(=O)c3ccccc3)cc2)n1	0.9	1	1	12.0	1	-2.9	1.1	29.3	-1.1	0.9

Outcome played no part in choosing rows; overall some 10% were active at least once.
